Rin1-Abl PPI inh = inhibitors of human Rin1-Abl protein interaction. P00519+Q13671. inhibition, % at 7.35 µM. 360,000 tested, 0.4% active. TR-FRET Rin1/Abl binding, biochemical; in the data active = inhibition above about 5%, passing the limit was not always enough
Rpn11 inh = inhibitors of human proteasome Rpn11 | 360,000 tested, 0.59% active | human 26S proteasome, Ub4-pepOG fluorescence polarization; 20S core pre-blocked with epoxomicin | calls only at 20 µM | AID 588493 | O00487;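 active = inhibition at 20 µM, scaled to each plate's controls, above about 33%, limit read from the data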
Target sequence (O00487 whole entry, looked up): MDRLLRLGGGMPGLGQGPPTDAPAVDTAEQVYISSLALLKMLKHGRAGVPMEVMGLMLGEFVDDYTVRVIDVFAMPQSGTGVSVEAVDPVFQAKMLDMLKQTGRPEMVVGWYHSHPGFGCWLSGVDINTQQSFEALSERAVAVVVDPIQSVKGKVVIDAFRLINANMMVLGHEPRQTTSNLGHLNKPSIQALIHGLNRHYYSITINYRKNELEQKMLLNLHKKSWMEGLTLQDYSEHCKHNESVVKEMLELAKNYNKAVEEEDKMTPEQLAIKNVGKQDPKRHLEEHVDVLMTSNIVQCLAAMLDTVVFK
E coli Lon inh = E. coli protease La inhibition; P0A9M0; purified E. coli Lon protease, fluorescence polarization; 360,000 tested, 0.42% active; inhibition, % at 7.94 µM; in the data active = inhibition above about 13%, passing the limit was not always enough;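 also: 0% = enzyme with probe and DMSO and 100% = no enzyme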
Target sequence (P0A9M0 whole entry, looked up): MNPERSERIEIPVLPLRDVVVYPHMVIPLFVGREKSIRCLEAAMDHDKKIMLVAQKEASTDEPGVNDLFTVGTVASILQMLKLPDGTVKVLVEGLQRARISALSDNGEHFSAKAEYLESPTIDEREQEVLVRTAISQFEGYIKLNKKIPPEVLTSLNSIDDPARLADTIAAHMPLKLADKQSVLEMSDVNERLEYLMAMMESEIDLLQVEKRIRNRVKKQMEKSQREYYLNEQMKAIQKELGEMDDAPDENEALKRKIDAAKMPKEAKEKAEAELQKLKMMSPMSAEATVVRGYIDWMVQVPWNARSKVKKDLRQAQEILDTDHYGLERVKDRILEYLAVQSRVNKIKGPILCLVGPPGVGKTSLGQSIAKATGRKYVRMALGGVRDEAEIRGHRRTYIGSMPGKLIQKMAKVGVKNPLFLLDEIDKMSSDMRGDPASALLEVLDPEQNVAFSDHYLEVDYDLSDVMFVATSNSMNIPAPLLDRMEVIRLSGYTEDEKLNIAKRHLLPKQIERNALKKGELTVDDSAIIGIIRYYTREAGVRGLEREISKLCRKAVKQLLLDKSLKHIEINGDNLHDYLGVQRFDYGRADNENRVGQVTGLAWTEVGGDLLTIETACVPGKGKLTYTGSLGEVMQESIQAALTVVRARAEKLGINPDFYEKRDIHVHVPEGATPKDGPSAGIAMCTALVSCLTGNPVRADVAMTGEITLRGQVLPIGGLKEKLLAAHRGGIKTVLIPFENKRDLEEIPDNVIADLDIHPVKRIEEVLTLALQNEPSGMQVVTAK
MT1-MMP act inh = MT1-MMP (human) activation inhibition; AID 651647; 360,000 tested, 0.061% active; GFP/RFP ratio change, % at 20 µM; HT1080 RFP-PRO-GFP cells, GFP/RFP ratio fluorescence, overnight; percent of plate control window, DMSO zero; P50281;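 active = GFP/RFP ratio change of at least 30% with cell ATP level not reduced by more than half and red fluorescence within 50% of control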; also: strong numbers were not always called active
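Material: RFP-PRO-GFP reporter HT1080 cells. Dosing: single-point 20 µM compound, 1% DMSO. Controls: DMSO and RFP-L50D-GFP cell wells. Timing: cells overnight before dosing, compound overnight, 37 °C, 5% CO2. Measure: GFP/RFP fluorescence ratio.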
MLLE-PAM2 inh = blocks PAM2 peptide binding to the PABP1 MLLE domain; P11940; GST-MLLE / FITC-PAM2 fluorescence polarization; inhibition, % at 20 µM; 360,000 tested, 0.36% active; in the data active = inhibition above about 35%, passing the limit was not always enough;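 also: plate controls were DMSO wells with GST-MLLE for no effect and wells lacking GST-MLLE protein for full effect; some results filed as inactive read as strong as hits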
MsrA inh = inhibitors of bovine MsrA; inhibition, % at 15.5 µM; 360,000 tested, 0.75% active; purified bovine MsrA, absorbance read-out; AID 651718; in the data active = inhibition above about 4.5%;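 also: 0% = vehicle wells with enzyme and 100% = reference inhibitor wells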
MsrA act = bovine methionine sulfoxide reductase A activation; purified bovine MsrA, absorbance read-out; 360,000 tested, 0.3% active; activation, % at 10.6 µM; AID 602163; in the data active = activation above about 7.5%;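 also: 0% = vehicle and 100% = reference activator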
CSN inh = inhibitors of human CSN-mediated cullin deneddylation | 360,000 tested, 0.38% active | inhibition, % at 12.5 µM | Purified CSN, SCF-Nedd8-OG deneddylation, fluorescence polarization | Q92905;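 active = pattern-corrected inhibition above about 35%, with an unprinted fluorescence ratio check between 0.5 and 1.5, limit read from the data, passing the limit was not always enough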;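 also: 0% = enzyme with substrate and 100% = substrate without enzyme; some results filed as inactive read as strong as hits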
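Schedule: reaction 90 min, room temperature / Assay system: HEK293T-derived human Csn5 enzyme / Input: Csn5 at 0.24 nM final / Measure: inhibition of Csn5 cleavage, % / Control set: substrate-only high control, full reaction low control / Technique: fluorescence polarization of the substrate / Buffer or medium: Tris/NaCl/DTT buffer, pH 7.5 / Reagent: SCFSkp2-Nedd8OG substrate at 10 nM final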
FAS-TE inh = blocks the thioesterase domain of human fatty acid synthase | P49327 | recombinant FAS-TE, OMFH fluorogenic substrate, fluorescence endpoint | inhibition, % at 15 µM | 360,000 tested, 0.67% active | AID 602261;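 active = compounds whose normalised, plate-corrected inhibition of enzyme fluorescence in the single-dose primary screen is 50% or more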;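 also: 0% = DMSO with enzyme and 100% = substrate without enzyme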
An asterisk follows results filed as active; i = inactive; . = not tested or not shown. Not a hit list; about 3.7% have a hit in one of these screens.

molecule	CSN inh	MsrA act	MsrA inh	Rpn11 inh	FAS-TE inh	MLLE-PAM2 inh	E coli Lon inh	Rin1-Abl PPI inh	MT1-MMP act inh
CCOC(=O)N1CCN(C(=O)c2oc3ccc(S(=O)(=O)N(CC)CC)cc3c2C)CC1	0	-5	-0.3	i	0	-5	-12	-2	1
C=CCNC(=S)NCCO	-1	-3	-0.4	i	-6	13	-7	1	2
Cc1nc2ccc(NC(=O)c3cccnc3)cc2s1	-5	-1	-0.6	i	-9	-23	-4	2	-1
O=C(Nc1nnc2n1CCS2)c1ccco1	-1	-4	0.0	i	-6	-4	6	2	-1
CC1(C)Cc2c(sc(NC(=O)c3ccc4ncsc4c3)c2C(N)=O)C(C)(C)N1	4	-6	0.6	i	-8	11	-9	2	-5
CCCCc1c(-c2ccccc2Br)ncn1CCc1ccccc1OC	-7	0	-0.1	.	16	.	2	.	-8
O=C(Nc1nc(-c2cccs2)cs1)c1ccc(Cl)cc1	-1	-2	0.2	i	5	8	6	-1	-9
O=C(COC(=O)c1cccnc1Cl)Nc1ccc(N2CCOCC2)cc1	-8	-6	1.4	i	-10	0	-2	0	1

Part of the list above in order of length of the SMILES, ascending:
molecule	CSN inh	MsrA act	MsrA inh	Rpn11 inh	FAS-TE inh	MLLE-PAM2 inh	E coli Lon inh	Rin1-Abl PPI inh	MT1-MMP act inh
O=C(Nc1nnc2n1CCS2)c1ccco1	-1	-4	0.0	i	-6	-4	6	2	-1
O=C(COC(=O)c1cccnc1Cl)Nc1ccc(N2CCOCC2)cc1	-8	-6	1.4	i	-10	0	-2	0	1
CCOC(=O)N1CCN(C(=O)c2oc3ccc(S(=O)(=O)N(CC)CC)cc3c2C)CC1	0	-5	-0.3	i	0	-5	-12	-2	1

New compounds follow:
molecule	CSN inh	MsrA act	MsrA inh	Rpn11 inh	FAS-TE inh	MLLE-PAM2 inh	E coli Lon inh	Rin1-Abl PPI inh	MT1-MMP act inh
CC1(N2CCCCC2)C(=O)c2ccccc2C1=O	-1	-1	-1.4	i	-5	10	-2	0	1
O=C(O)CCc1ccc(-c2ccccc2)n1NC(=O)c1ccco1	-4	-5	0.3	i	-8	-12	-3	-2	2
COc1ccc(CC(=O)N2CCc3cc(OC)c(OC)cc3C2C)c(OC)c1 (configuration not stated)	-2	-2	.	i	-2	-7	-5	-5	-2
O=C(c1ccc(F)c(S(=O)(=O)N2CCOCC2)c1)N(c1ccccc1)c1ccccn1	1	1	-1.1	i	-4	2	16	-4	-4
S=C(NCCc1ccccc1)Nc1ccccc1N1CCOCC1	1	-4	-0.2	i	0	-14	0	-1	4
CN(C)c1ccc(N=Nc2ccccc2Br)cc1	-2	-1	0.9	i	25	1	0	2	7
O=C(c1cccs1)N1CCn2c1nc1ccccc12	0	-5	0.4	i	-4	-11	-6	0	1
CCN(CC)c1ccc(/C=N/NC(=O)c2ccoc2C)c(O)c1	3	-13	1.6	i	0	-4	-8	-2	.
CCc1nc2c(OCC(=O)C(C)(C)C)cccn2c1N(C)C(=O)c1cccs1	-2	-6	-0.5	i	-10	7	6	-1	-1
CCc1cc2c(NCc3ccccc3)nc(C)nc2s1	2	-4	-0.6	i	11	2	-6	-1	-2
Cc1cc(NC(=O)c2cc(-c3cccnc3)nc3c(C)c(C)ccc23)no1	0	-5	-0.9	i	6	0	-11	-1	2
O=C(NCc1ccc(Cl)nc1)c1ccc2sc([C@@H]3O[C@H](CO)[C@H](O)[C@H](O)[C@H]3O)nc2c1	5	-1	0.0	i	-9	15	2	2	5
Cc1ccccc1NC(=O)CS(=O)(=O)c1cn(CC(=O)N2CCOCC2)c2ccccc12	2	-4	0.0	i	-2	3	5	1	-1
COc1ccc(S(=O)(=O)Nc2cc(C)nn2-c2ccccc2)cc1	8	-5	-0.4	i	-6	10	-5	0	2
C=CCNc1nc2ccccc2nc1NS(=O)(=O)c1ccc(Cl)cc1	6	-5	3.8	i	-2	-11	-4	-1	0
CC(NS(=O)(=O)c1ccc(N)cc1)C1CC2CCC1C2 (configuration not stated)	-2	-2	0.0	i	3	-1	-2	3	2
C/C(=N\NC(=O)C(N)=O)c1ccc(Br)cc1	1	-4	0.8	i	-8	6	8	3	-2
COc1cc(NC(=O)c2sc3ncn(CC(=O)N4CCCCC4)c(=O)c3c2C)cc(OC)c1OC	2	-1	1.6	i	-3	0	4	-4	7
C=CCNC(=S)/N=c1\sccn1C	3	-10	2.4	i	-10	-13	0	1	-1
CCN(CC)c1ccc(S(=O)(=O)N2CCOCC2)cc1NC(=O)CSc1ccccc1	0	0	-0.7	i	25	14	7	-3	-4
CC(C)(C)[C@H]1CCC(=O)N([C@H](CN=[N+]=[N-])Cc2ccccc2)CC1	1	-2	-0.6	i	9	10	-2	1	-7
COc1ccc(C2(CO)OC(CO)C(O)C2O)cc1 (configuration not stated)	0	-9	0.9	i	-2	-11	-1	0	1
CC(=O)c1ccc(N2C(=NC(=O)C3CCCCC3)SC3CS(=O)(=O)CC32)cc1 (configuration not stated)	-4	0	0.8	i	10	-14	-5	-2	0
CN(C)CCCNC(=S)N(CCCO)Cc1cc2cc3c(cc2[nH]c1=O)OCO3	6	-5	1.0	i	-3	1	0	-7	-3
CC(=O)N1CCc2c(sc(NC(=O)CN3C(=O)CCC3=O)c2C(N)=O)C1	4	-4	0.5	i	-5	8	-11	0	-1
COc1ccccc1NC(=O)c1ccccc1Oc1ccccc1	3	-2	2.9	i	27	-7	7	-2	-5
COc1ccc(-c2nc(Cn3c(SCc4ccc(C)cc4)nc4ccncc43)c(C)o2)cc1OC	-6	-5	0.2	i	9	-67	-9	2	6
CS(=O)(=O)N(CC(=O)NCC1CCCO1)c1cc(Cl)c(Cl)cc1Cl (configuration not stated)	-5	-2	-0.9	i	0	6	-2	2	6
COCC(C)NC(=O)c1cc2c(ccc3ccccc32)oc1=O (configuration not stated)	1	-4	0.1	i	-7	-4	-1	-7	2
CC(C)Cn1nc(NC(=O)c2cccs2)c2cc3ccccc3nc21	8	-3	0.6	i	-6	13	6	2	0
O=C1C=C(c2cccs2)C[C@H](c2ccccc2)[C@H]1n1nnc([N+](=O)[O-])n1	1	-8	2.0	i	44	4	8	3	-1
COc1ccc(C(C(=O)NC(C)(C)C)N(CCO)C(=O)CCC(=O)Nc2cc(C)on2)cc1 (configuration not stated)	1	7	-0.4	i	-5	-13	-3	0	-3
Nc1ccc2nc(-c3ccccc3)c(-c3ccccc3)nc2c1	1	1	-0.8	i	-3	102	13	2	-35
COc1ccc(CCNC(=S)Nc2ccc(C)cc2C)cc1	-3	1	0.2	i	8	-26	-7	1	-2
O=S(=O)(c1cccc(-c2cn3cccnc3n2)c1)N1CCOCC1	-4	-1	1.8	i	-7	30	6	-4	6
Cn1cc(Br)c(C(=O)NN2C(=O)C3C4C=CC(C5CC45)C3C2=O)n1 (configuration not stated)	9	-3	-0.7	i	-7	-12	-8	2	2
CCCc1ccccc1OCCNS(=O)(=O)c1cc2c(cc1C)OCC(=O)N2	9	-3	-1.0	i	11	-4	-1	2	-4
O=C(COC(=O)COc1ccc(Cl)cc1)Nc1cccnc1Cl	-4	-6	-0.6	i	-5	-2	-6	2	0
Brc1cnc2nc(SCc3nc4ccccc4[nH]3)[nH]c2c1	4	-2	0.7	i	-2	-47	-11	-1	2
CCOC(=O)c1c(NC(=O)CN2C(=O)NC(C)(c3ccc(Cl)cc3)C2=O)sc(C(=O)NC)c1C (configuration not stated)	-7	-7	-0.1	i	10	10	-5	1	-2
CN1CCN(S(=O)(=O)c2ccc(C(F)(F)F)cc2)C(c2ccccc2)C1 (configuration not stated)	0	-6	0.4	i	9	7	-4	0	-3
COc1ccc(NC(=O)CN2C(=O)C(C)Oc3ccccc32)cc1OC (configuration not stated)	3	-8	-1.1	i	3	-13	-1	0	12
COc1cccc(NC(=O)CN(C)C(=O)c2cccc(S(=O)(=O)N3CC4(C)CC3CC(C)(C)C4)c2)c1 (configuration not stated)	-2	0	-0.6	i	14	25	-7	1	0
NS(=O)(=O)c1ccc(CCNS(=O)(=O)c2ccccc2)cc1	0	-12	0.5	i	-10	12	-3	-1	-2
CCOc1ccc(N(C)S(=O)(=O)c2cc(-c3cc(C)no3)ccc2C(C)C)cc1	-2	-11	11*	i	31	-3	-2	-1	20
CCOc1ccc(NC(=O)CCNS(=O)(=O)c2cccc3nsnc23)cc1	4	-4	0.5	i	-1	3	2	0	1
COC(=O)CCC/C=C1/SCC(NC(=O)c2ccccc2)/C1=N/O (configuration not stated)	-6	-6	-1.5	i	-168	16	-10	7	-2
Cc1nc(/N=C\c2ccc(N(C)C)cc2)sc1C	-1	-2	5.8*	i	-10	2	9	3	1
C=C(C)Cn1c(CCNC(=O)CC)nc2ccccc21	-3	-8	-1.1	i	-5	-6	0	-1	3
O=C(CSc1nc(O)cc(=O)[nH]1)N1c2ccccc2CCc2ccccc21	2	-11	-0.6	i	-7	6	1	1	-3
N#Cc1ccc(NC(=O)COC(=O)C2CCC2)cc1	0	-5	-0.3	i	-8	-10	-4	4	3
CCOC(=O)c1[nH]c2ccc(F)cc2c1NC(=O)Nc1ccccc1OC	1	-2	1.1	i	-3	3	-3	3	1
CC(C)OC(=O)c1cc(NC(=O)c2nn(C)cc2Br)cc(C(=O)OC(C)C)c1	0	-3	0.3	i	27	14	-13	2	-2
CC(C)Cc1nc2c(nnn2Cc2ccccc2F)c(=O)[nH]1	8	0	3.8	i	-2	-5	-10	0	2
S=c1nc(-c2ccccc2)n(-c2ccccc2)[nH]1	0	5	-0.9	i	-2	-2	9	-1	-2
Oc1ccccc1C(=S)N1CCCC1	2	-2	-1.0	i	-4	21	-1	3	-2

Next entries.
molecule	CSN inh	MsrA act	MsrA inh	Rpn11 inh	FAS-TE inh	MLLE-PAM2 inh	E coli Lon inh	Rin1-Abl PPI inh	MT1-MMP act inh
CCOC(=O)c1c(N)sc(-c2ccccc2)c1C	-2	1	-0.3	i	25	37	-10	-2	0
CCOC(=O)C1CCN(S(=O)(=O)c2c(C)[nH]c(C)c2C(=O)N2CCCC2)CC1	0	-2	0.0	i	2	2	-3	4	1
O=C(CCc1nc(-c2ccc(Cl)cc2)no1)NC1CCCCC1	5	-3	0.4	i	-3	4	-7	-3	2
S=C1CCSc2ccc(Cl)cc2N1	0	0	0.2	i	-4	31	-3	1	4
Cc1ccccc1C(=O)N/N=C/c1ccccn1	-1	-4	-0.3	i	-4	-4	-5	2	-2
O=C(C(=O)N1CCN(c2ccc(F)cc2)CC1)c1c[nH]c2ccccc12	-5	-2	0.7	i	0	10	0	1	3
COc1ccccc1C(=O)Nc1ccc(NC(=O)c2ccco2)cn1	-2	-1	1.4	i	-1	-7	0	0	3
Nc1nc(SCC(=O)NCCOCCO)nc2sc3c(c12)CCCC3	-5	-2	-1.6	i	-4	15	-1	4	-37
O=C(CN1C(=O)c2cccnc2Oc2ccc(Cl)cc21)Nc1ccccc1F	0	-1	-0.6	i	28	-14	-6	2	9

Individual results from above.
O=C(CCc1nc(-c2ccc(Cl)cc2)no1)NC1CCCCC1 | CSN inh: 5
CCOC(=O)c1c(N)sc(-c2ccccc2)c1C | Rin1-Abl PPI inh: -2
